Screening data: PubChem BioAssay, National Center for Advancing Translational Sciences (NCATS)
HEK293 tox: qHTS of GLP-1 Receptor Inverse Agonists: Cytotox Screen. HEK293 cAMP-luciferase reporter cells, luminescence, 24 h. Potency, µM (top dose mostly 38.3 µM), inactives show at the top dose activity change, negative = inhibition, usual class: inhibitors. hit rate 0.13% among 410,000. AID 624418, 2012;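 further: loss of luciferase light is scored as toxicity; potency means the concentration at half of the fitted maximal effect; on the % scale 0 is the no-effect control and ±100 the full control effect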
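To flag toxic compounds, the library was rerun on cells for 24 hr at 37 deg C and 5% CO2. Viability-linked luminescence was captured 12 min after adding luciferase detection reagent.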
GLP-1R inv ag: qHTS of GLP-1 Receptor Inverse Agonists (Inhibition Mode). Glucagon-like peptide 1 receptor (Homo sapiens), P43220. HEK293 GLP-1R CRE-luciferase, luminescence, 24 h; GLP-1R form is constitutively active. Potency, µM (highest dose often 38.3 µM), for the others: top-dose activity change, negative = inhibition, most hits filed as inhibitors. hit rate 1.6% among 410,000. AID 624417, 2012; further: potency means the concentration at half of the fitted maximal effect; on the % scale 0 is the no-effect control and ±100 the full control effect; nearly all actives have a fitted effect of over 55% in size
Target sequence (P43220 whole entry, looked up): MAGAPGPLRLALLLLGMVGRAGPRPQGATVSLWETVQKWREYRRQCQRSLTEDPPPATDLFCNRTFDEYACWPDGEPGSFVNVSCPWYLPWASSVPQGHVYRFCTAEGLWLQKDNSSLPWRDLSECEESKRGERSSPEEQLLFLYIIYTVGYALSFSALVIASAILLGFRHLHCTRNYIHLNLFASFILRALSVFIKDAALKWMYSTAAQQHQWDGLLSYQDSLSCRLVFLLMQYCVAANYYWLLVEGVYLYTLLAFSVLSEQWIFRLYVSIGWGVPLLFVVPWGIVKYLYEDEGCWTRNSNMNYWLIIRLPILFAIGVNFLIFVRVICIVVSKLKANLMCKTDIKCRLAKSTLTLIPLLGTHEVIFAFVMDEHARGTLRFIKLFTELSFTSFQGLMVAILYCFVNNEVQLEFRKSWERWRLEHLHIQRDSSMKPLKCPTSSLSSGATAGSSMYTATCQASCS
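Stable HEK293 clone (constitutively active GLP-1R + cAMP-response luciferase); 200 cells/uL plated, 12 h pre-culture, compound 24 hr, 37 deg C/5% CO2; detection reagent 12 min RT; luminescence.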
D3 ag: qHTS of D3 Dopamine Receptor Agonist: qHTS; hit rate 0.58% among 410,000; D(3) dopamine receptor (Homo sapiens), P35462; max activation, %; D3R DiscoveRx beta-arrestin cells, luminescence, 90 min; in the data active means max activation above about 30%; further: 0% is about no effect; mostly tested at two doses, the higher about 12 µM
Target sequence (P35462 whole entry, looked up): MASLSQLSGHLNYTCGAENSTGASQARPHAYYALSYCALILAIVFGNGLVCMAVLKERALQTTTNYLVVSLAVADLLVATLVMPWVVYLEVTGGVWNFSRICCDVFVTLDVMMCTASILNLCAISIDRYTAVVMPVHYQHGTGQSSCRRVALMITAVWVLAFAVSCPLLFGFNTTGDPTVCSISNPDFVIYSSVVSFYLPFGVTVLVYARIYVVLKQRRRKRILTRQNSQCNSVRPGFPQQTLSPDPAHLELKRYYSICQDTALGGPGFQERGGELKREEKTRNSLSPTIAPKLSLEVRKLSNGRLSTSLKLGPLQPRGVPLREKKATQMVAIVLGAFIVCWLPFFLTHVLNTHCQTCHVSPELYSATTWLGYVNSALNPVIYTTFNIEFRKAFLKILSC
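Cells at 1500/well, incubated overnight, then treated with pinned compounds (dopamine as control) for 90 min at 37 degrees C. DiscoveRx reagent added for 30 - 60 minutes at room temperature; luminescence read.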
TDP-43 yeast inh: qHTS of TDP-43 Inhibitors | hit rate 1.8% among 410,000 | Potency, µM (titrated, usually from 46.1 µM), inactives show at the highest dose growth rescue (activation), actives largely listed as activators | TDP-43 expressing yeast growth rescue, BacTiter-Glo, 24 h | AID 652104, 2013; further: potency means the concentration at half of the fitted maximal effect; % of control where 0% means no effect; nearly all actives have a fitted effect of over 50% in size
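Growth rescue of TDP-43-toxic yeast measured as ATP luminescence (BacTiter-Glo). Cells grown to mid-log in raffinose, induced in galactose at OD600=0.02, exposed to compound 24 hr at 30 deg C.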
GLP-1R agonist: qHTS of GLP-1 Receptor Agonists; Glucagon-like peptide 1 receptor (Homo sapiens), P43220; HEK293 GLP-1R CRE-luciferase, luminescence, 4-6 h; cells express a hypersensitive GLP-1R form; Potency, µM (top dose mostly 45.6 µM), for the others: at the highest dose activation, actives largely listed as activators; hit rate 0.007% among 380,000; AID 624172, 2012; further: potency means the concentration at half of the fitted maximal effect; % of control where 0% means no effect
aSyn yeast inh: qHTS of alpha-syn Inhibitors. Yeast expressing alpha-synuclein, growth rescue, BacTiter-Glo, 24 h. Potency, µM (top dose mostly 46.1 µM), for inactives: at the highest dose growth rescue (activation), hits mostly activators. hit rate 0.14% among 370,000; further: potency means the concentration at half of the fitted maximal effect; % of control where 0% means no effect; nearly all actives have a fitted effect of over 65% in size
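Rescue of yeast growth: cells expressing toxic alpha-synuclein, induced in galactose at OD600 0.02, incubated with compound 24 h at 30 C. ATP luminescence quantified growth; inhibitors of toxicity appear as activators.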
KB-V1 cytotox: qHTS assay for MDR1-selective chemotherapeutics: Primary screen using the drug-selected MDR subline cells KB-V1; KB-V1 MDR cells viability, CellTiter-Glo, 72 h; Potency, µM (top dose mostly 46.1 µM), for inactives: at the top dose activity change, negative = cytotoxicity, usual class: cytotoxic; hit rate 3.4% among 400,000; AID 1347076, 2019; further: potency means the concentration at half of the fitted maximal effect; on the % scale 0 is the no-effect control and ±100 the full control effect; nearly all actives have a fitted effect of over 60% in size
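Luminescent ATP read-out (CellTiter-Glo, 10 min) measures survival of drug-selected KB-V1 MDR cells after 72 h, 37 degrees C compound exposure. Medium: phenol-red-free DMEM, 10% FBS. Values from fitted concentration-response curves.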
D3 antag: qHTS of D3 Dopamine Receptor Antagonist: qHTS; hit rate 2.5% among 360,000; max response, negative = inhibition, %; AID 652054, 2013; D(3) dopamine receptor (Homo sapiens), P35462; D3R cells, DiscoveRx beta-arrestin luminescence, antagonist mode; hits give low values; in the data active means max response below about -50%; inconclusive means no clear call, values can overlap the other calls; further: on the % scale 0 is the no-effect control and ±100 the full control effect; mostly tested at two doses, the higher about 12 µM
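Cells plated overnight at 1500 cells/well, then exposed to library compounds with dopamine controls for 90 minutes at 37 degrees C. DiscoveRx reagent added for 30–60 minutes at room temperature; luminescence read, quantitative HTS format.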
PTHR1 ag: qHTS for PTHR1 Agonists: Primary Screen; HEK293 GP2 PTHR1 cells, GloSensor cAMP luminescence, 1 h; hit rate 0.075% among 410,000; Potency, µM (titrated, usually from 115 µM), for the others: at the top dose activation, usual class: activators; Parathyroid hormone/parathyroid hormone-related peptide receptor (Homo sapiens), Q03431; further: potency means the concentration at half of the fitted maximal effect; nearly all actives have a fitted effect of over 55% in size; some results filed as inactive show a strong effect at the top dose; inactives centre near -15; many of its hits are not listed in these tables
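HEK-293-derived GP2 cells expressing PTHR1 and a GloSensor cAMP reporter, 3,000/well, plated overnight, given luciferin plus IBMX (each 0.5 mM as added) for 1 h at 37 °C, then compound for 1 h at 37 °C. Luminescence was read after 15 min at room temperature.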
* marks the source's active call; other numbers are inactive results; i = inactive; ? = inconclusive; nt = no result given; [ ] = dose if it differs, or a comment. Unless noted, the call rests on the fitted dose curve; in most records, active means well fitted curve in the direction sought with a large enough effect; inconclusive means small, poorly fitted or top-dose-only effect, or another doubt; inactive means no such curve, though single readings can be large; an effect the other way counts as inactive or inconclusive. An excerpt; rates above refer to the full screens.

SMILES	HEK293 tox	GLP-1R inv ag	D3 ag	TDP-43 yeast inh	GLP-1R agonist	aSyn yeast inh	KB-V1 cytotox	D3 antag	PTHR1 ag
Cc1ccc(-c2n[nH]c(=S)n2/N=C/c2c(C)[nH]n(-c3ccccc3)c2=O)cc1	-10%	0%	12	-6%	-2%	-1%	?	-21	-23%
O=C(O)C1CC(=O)N(CCc2ccc(F)cc2)C1 (stereo not drawn)	0%	3%	3	-4%	-1%	3%	0%	13	i
CCCCC(=O)OCC(=O)Nc1cccc(S(=O)(=O)NC2=NCCCCC2)c1	-1%	2%	1	-5%	0%	-3%	20%	-10	i
COc1ccc(CC(=O)Oc2ccccc2[N+](=O)[O-])cc1	6%	22%	1	1%	0%	-9%	15%	-4	-18%
CCOc1ccc(NS(=O)(=O)c2ccc(NC(=O)c3cccnc3)c(OC)c2)cc1	1%	7%	7	nt	10%	-1%	2%	8	i
COC(=O)Nc1nc2c(C)cccc2s1	-7%	3%	-13	-16%	2%	-6%	18%	-18	-5%
CCOC(=O)[C@]12CCCC=C1N(Cc1ccc(Cl)cc1Cl)C(=O)[C@H](CC(=O)N1CCCCC1)C2	4%	?	-15	-12%	6%	4%	?	-26	i
CCN(C(=O)c1sc2cc(OC)ccc2c1Cl)c1ccccc1	-28%	?	-7	?	9%	-8%	?	nt	-27%
CCOC(=O)c1c(N2C(=O)CC(Sc3ccccc3C(=O)O)C2=O)sc(C)c1C (stereo not drawn)	-14%	13%	-5	14µM*	-4%	9%	0%	?	i
CC1CCN(C(=O)Cn2c(=O)n(CCc3ccccc3)c(=O)c3ccccc32)CC1	-8%	-12%	4	11%	-9%	3%	-1%	?	-37%[inhibitor][57.5 µM]
O=C(NC(c1ccccc1)c1ccccn1)c1cccc([N+](=O)[O-])c1 (stereo not drawn)	-4%	2%	0	-9%	16%	15%	-13%	8	-8%
Cc1ccccc1-c1noc(-c2ccc(N3CCC(C)CC3)c([N+](=O)[O-])c2)n1	6%	28%	7	6%	nt	nt	5%	nt	i
Cn1ncc2c(NCc3ccccc3)nc(NCCCO)nc21	-7%	7%	2	10%	11%	-8%	27%	4	i
O=C(O)Cn1nc(-c2ccccc2)cc1-c1ccccc1	1%	-1%	4	19%	-5%	-5%	?	7	-38%[inhibitor]
CCN(CC)S(=O)(=O)c1ccc(OC)c(NC(=O)c2cccs2)c1	-7%	-10%	3	-9%[0.397 µM]	23%	-1%	2%	-5	-3%

Next part
SMILES	HEK293 tox	GLP-1R inv ag	D3 ag	TDP-43 yeast inh	GLP-1R agonist	aSyn yeast inh	KB-V1 cytotox	D3 antag	PTHR1 ag
CCC(=O)Nc1nc2ccc([N+](=O)[O-])cc2s1	-1%	19%	-1	-1%	11%	-3%	-14%	-19	-15%
Cc1ccc(S(=O)(=O)N(C)C)cc1NC(=O)C1CCCC1	-6%	10%	-4	2%	17%	-1%	?	6	-17%
Cc1cccc(N2CCn3c2nc2c3c(=O)n(CCCc3ccccc3)c(=O)n2C)c1	13%	3%	-14	-2%	nt	nt	nt	nt	i
O=C(Nc1ccc2c(c1)OCO2)c1csc(COCCO)n1	-3%	2%	2	5%	-5%	-12%	0%	28	i
Cc1ccc(OCCN2C(=O)S/C(=C\c3ccc(C)o3)C2=O)cc1	-6%	14%	4	-32%[inhibitor]	-8%	-1%	3%	-3	i
CCOC(=O)N1CCN(C(=O)CN(Cc2ccccc2)S(=O)(=O)c2ccc(OC)c(Cl)c2)CC1	-6%	-22%	26	-13%	8%	10%	-17%	18	i
COc1ccc(-c2cn[nH]c2-c2ccc(OCc3ccccc3)cc2O)cc1	?	3.5µM*	-1	-7%	2%	3%	-1%	?	-14%
CN1CCc2c(n(CC(O)CNCc3ccccc3)c3ccccc23)C1=O (stereo not drawn)	-10%	?	1	5%	-4%	-1%	-1%	?	-2%
Cc1ccc(-n2ncc3c(=O)n(CC(=O)NCc4ccco4)cnc32)cc1	-17%	0%	1	10%	-2%	-11%	?	17	-9%[57.5 µM]
CCN(CC(=O)Nc1c(F)cccc1F)C(=O)CCC(=O)c1ccc(F)cc1	3%	9%	2	14%	-6%	4%	-14%	14	i
COc1ccccc1N1CCN(C(=O)CSc2nc(C)c(Cc3ccccc3)c(=O)[nH]2)CC1	-4%	0%	-13	-17%	-5%	2%	?	11	i
CCc1ccccc1NS(=O)(=O)c1ccc(NC(=O)N2CCCC2)cc1	3%	3%	1	8%	nt	nt	-15%	nt	-5%
CC(C)Cc1nn2c(=O)cc(COC(=O)c3ccc4c(c3)OCO4)nc2s1	-7%	10%	-11	6%	nt	nt	1%	nt	i
CCc1ccc(NC(=O)CSc2nnc(-c3ccco3)o2)cc1	-2%	9%	-1	12%	-5%	4%	-3%	6	-14%
CCN(CC)c1nn2c(=O)c(C(=O)NCc3ccc(OC)cc3OC)cnc2s1	0%	-1%	-14	13%	nt	nt	nt	nt	i

(continued)
SMILES	HEK293 tox	GLP-1R inv ag	D3 ag	TDP-43 yeast inh	GLP-1R agonist	aSyn yeast inh	KB-V1 cytotox	D3 antag	PTHR1 ag
N#Cc1ccc(-c2nc3ccc(Cl)cn3c2Cc2ccccc2)cc1	-10%	-4%	-4	?	16%	2%	3%	3	i
CC(=O)NC1CSCC1OC(C)=O (stereo not drawn)	-11%	6%	4	5%	-17%	3%	21%	-17	4%[57.5 µM]
CCCN(CCC)C(=O)Cn1c(=O)n(Cc2ccc(C(=O)NCCc3ccc(Cl)cc3)cc2)c(=O)c2ccccc21	2%	10%	1	9%	-1%	nt	0%	nt	i
CN1CCN(c2ccccc2NC(=O)c2cc(Br)ccc2Cl)CC1	5%	?	-7	1%	-13%	5%	?	-17	i
COc1ccc(-n2cc(C(=O)N(CCN(C)C)Cc3ccccc3)c3ccccc3c2=O)cc1	-3%	-4%	-12	-6%	nt	nt	nt	nt	20%
CCc1nnc(NC(=O)c2ccc3ccccc3n2)s1	?	7.9µM*	-3	32µM*	-2%	6%	-22%	5	-77%[inhibitor]
COc1cc([N+](=O)[O-])ccc1NC(=O)Cc1ccccc1	16%[0.307 µM]	0%[0.307 µM]	-7	0%	8%	14%	-11%	-11	-22%
CCOC(=O)CN1CCC(c2ccccc2)CC1	0%	-12%	-4	15%	17%	-1%	17%	-18	i
CCOC(=O)c1c(CSc2ccccc2)oc2cc(Br)c(O)c(CN(C)C)c12	9%	?	-4	-20%	8%	8%	-22%	0	-21%
O=C(Nc1ccc(N2CCC(c3ccccc3)C2)c(C(=O)O)c1)c1ccc(Cl)cc1 (stereo not drawn)	5%	14%	-5	6%[9.22 µM]	nt	nt	13%	nt	?
O=C(NCc1cccs1)c1cc(S(=O)(=O)N2CCOCC2)c(Cl)cc1Cl	3%	-12%	3	20%	3%	-2%	-15%	13	-13%
Cc1ccc(NC(=O)CC(C)S(=O)(=O)c2ccc3c(c2)NC(=O)CO3)cc1Cl (stereo not drawn)	-5%	-22%	12	10%	nt	nt	10%	nt	i
Cc1cccc(NC(=O)CSCC(=O)Nc2ccccc2C(=O)N2CCCCC2)c1	-13%	-14%	-2	7%	9%	0%	1%	-2	-44%[inhibitor]
COc1cc(OC)c(S(=O)(=O)N2CCN(C(=O)c3ccccc3F)CC2)cc1NC(C)=O	28%	5%	1	7%	0%	-1%	-2%	8	i
O=C(CNC(=O)c1sc2ccccc2c1Cl)NCc1ccccc1	-25%	-26%	-9	14%	1%	4%	-30%	-22	-15%

Remaining list, next part:
SMILES	HEK293 tox	GLP-1R inv ag	D3 ag	TDP-43 yeast inh	GLP-1R agonist	aSyn yeast inh	KB-V1 cytotox	D3 antag	PTHR1 ag
O=C(c1n[nH]c2ccccc12)N1CCN(c2ccc(F)cc2)CC1	-9%	6%	-13	21%	10%	-4%	0%	-11	-59%[inhibitor]
CCOc1ccc(NC(=O)c2ccc(NC(=S)NC3CCCCC3)cc2)cc1	-23%	?	-12	nt	-4%	-13%	4%	-68*	i
C=C(C)CC(c1ccccc1)N(C(C)=O)c1ccco1 (stereo not drawn)	6%	-2%	-2	1%	4%	-1%	-38%	-23	-18%
Cc1cccc2sc(NC(=O)CSCc3ccccc3)nc12	4%	0%	-23	-20%	-8%	2%	-1%	-19	-41%[inhibitor]
C=Cc1ccc(Cn2c(C(=O)OC)cc3sc(C)cc32)cc1	1%	7%	-4	3%	nt	nt	nt	nt	i
O=C(OCC(CO)OC(CO)n1ccc(=O)[nH]c1=O)c1ccccc1 (stereo not drawn)	0%	41%[activator]	-25	-11%	2%	1%	21%	6	?
Cc1cccc(C)c1NC(=O)/C(C#N)=C/c1ccc(-c2ccc(C(=O)O)cc2)o1	-22%	17%	-7	17%	11%	0%	2%	7	-25%
CCOCCn1c(SCc2cccc(C)c2)nc2c1c(=O)[nH]c(=O)n2C	-6%	1%	4	19%	15%	1%	0%	12	i
COc1ccc(N2CCN(C(=O)c3cccc(F)c3)CC2)c([N+](=O)[O-])c1	-7%	-19%	4	?	8%	8%	-3%	-1	0%
O=C(CCN1CCOCC1)NC12CC3CC(CC(C3)C1)C2	3%	18%	-5	9%	-5%	-4%	-1%	11	-2%
CC(C)(C)c1cc(NC(=O)C2(C)CCN2C(=O)C2(c3ccccc3)CC2)no1 (stereo not drawn)	0%	?	-6	0%	17%	2%	4%	-24	-14%
CN(C)c1ccc(-c2noc(C3CCN(S(=O)(=O)c4cccc(C(=O)O)c4)CC3)n2)cc1	-19%	?	8	-13%	12%	1%	-7%	-21	-45%[inhibitor]
